# Screening results: PubChem, National Center for Advancing Translational Sciences (NCATS)
# Pin1 inh = blocks the human prolyl isomerase Pin1; Q13526; Pin1 FP peptide displacement, HiFluor488, 10 min; Potency, µM (doses to about 115 µM), inactives show at the highest dose activity, negative = inhibition, most hits filed as inhibitors; 0.009% of 390,000 active; AID 504891; active means well fitted inhibition curve with a large enough effect in the polarisation, with a control signal flat, not every such curve was filed as active; inconclusive means small, poorly fitted or top-dose-only effect, or effect the other way, or a change in a side signal; inactive means no such curve, though single readings can be large or run the other way; the % refers to the polarisation; further: potency means the concentration at half of the fitted maximal effect; on the % scale 0 is the no-effect control and ±100 the full control effect
# Tb PGK inh = blocks T. brucei phosphoglycerate kinase | P07378 | PGK/GAPDH coupled, Kinase-Glo luminescence, 60 min | Potency, µM (series often up to 57.5 µM), for the others: at the highest dose activity change, negative = inhibition, most hits filed as inhibitors | 0.043% of 380,000 active | AID 602233; further: potency means the concentration at half of the fitted maximal effect; on the % scale 0 is the no-effect control and ±100 the full control effect; nearly all actives have a fitted effect of over 60% in size
#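 Recombinant glycosomal PGK reaction used 1,3-bisphosphoglycerate generated in-well by GAPDH (100nM final) in 100mM TEA pH 7.6, 5mM MgCl2, 0.01% Tween-20. After 60 minutes at room temperature, ATP was read by Kinase-Glo Plus luminescence end-point.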
# G9a block = inhibitors of human histone lysine methyltransferase G9a. AID 504332. 8.8% of 350,000 active. Q96KQ7. Potency, µM (series often up to 102 µM), without a hit: top-dose activity, negative = inhibition, usual class: inhibitors. G9a H3K9 monomethylation, AlphaScreen, 2 h; further: potency means the concentration at half of the fitted maximal effect; on the % scale 0 is the no-effect control and ±100 the full control effect; nearly all actives have a fitted effect of over 75% in size
# Target sequence (Q96KQ7 913-1193 limits assumed): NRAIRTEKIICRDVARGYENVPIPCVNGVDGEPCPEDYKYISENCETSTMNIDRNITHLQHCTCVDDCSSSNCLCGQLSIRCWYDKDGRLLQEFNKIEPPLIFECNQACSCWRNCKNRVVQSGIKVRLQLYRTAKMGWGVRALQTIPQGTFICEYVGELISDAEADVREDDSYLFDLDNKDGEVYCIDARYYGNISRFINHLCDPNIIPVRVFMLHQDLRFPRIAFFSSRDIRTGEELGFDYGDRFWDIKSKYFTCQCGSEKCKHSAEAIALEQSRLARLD
#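 Using a bead-based AlphaScreen, monomethylated H3K9 product from 2 h room-temperature reactions (G9a 20 nM, peptide 500 nM, SAM 20 uM) was detected with 0.5 ug/mL rabbit anti-H3K9me1 antibody.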
# PI4K2A inh = PI4K2A (human) kinase inhibition | Q9BTU6 | purified PI4K2A, ADP-Glo luminescence, 1 h; active compounds read low | activity change, negative = inhibition, % at 76.9 µM | 0.13% of 420,000 active | AID 1346378; in the data active means activity change below about -50%; inconclusive means mostly about -30% to -49%;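 further: -100% = wells without enzyme as full effect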
#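 Compounds are screened against recombinant PI4K2A using PI as substrate and ATP, the latter dispensed at 300 microM. Reactions run one hour at ambient temperature before ADP-Glo detection; full inhibition defined by wells lacking enzyme.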
# JMJD2A Tudor inh = inhibitors of human JMJD2A Tudor domain | O75164 | AlphaScreen JMJD2A-Tudor / H3K4me3 peptide binding | Potency, µM (series often up to 114 µM), for inactives: at the highest dose activity change, negative = inhibition, actives largely listed as inhibitors | 4.4% of 390,000 active; further: potency means the concentration at half of the fitted maximal effect; on the % scale 0 is the no-effect control and ±100 the full control effect; nearly all actives have a fitted effect of over 50% in size
# Pol eta inh = blocks human DNA polymerase eta activity; recombinant Pol eta, fluorescent DNA replication assay; Potency, µM (top dose mostly 114 µM), for inactives: top-dose activity change, negative = inhibition, usual class: inhibitors; 1.2% of 390,000 active; further: potency means the concentration at half of the fitted maximal effect; on the % scale 0 is the no-effect control and ±100 the full control effect
#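 Fluorescent replication assay: 50 nM final substrate added after a 15 min room-temperature compound preincubation with 10 nM enzyme. Signal taken at 0 min and again at 10 min.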
# GLS inhibitor = glutaminase GLS (human) inhibition. AID 624170. O94925. 0.21% of 410,000 active. Potency, µM (highest dose often 45.5 µM), without a hit: top-dose activity change, negative = inhibition, most hits filed as inhibitors. GLS enzymatic activity, qHTS titration; further: potency means the concentration at half of the fitted maximal effect; on the % scale 0 is the no-effect control and ±100 the full control effect
# Target sequence (O94925 whole entry, looked up): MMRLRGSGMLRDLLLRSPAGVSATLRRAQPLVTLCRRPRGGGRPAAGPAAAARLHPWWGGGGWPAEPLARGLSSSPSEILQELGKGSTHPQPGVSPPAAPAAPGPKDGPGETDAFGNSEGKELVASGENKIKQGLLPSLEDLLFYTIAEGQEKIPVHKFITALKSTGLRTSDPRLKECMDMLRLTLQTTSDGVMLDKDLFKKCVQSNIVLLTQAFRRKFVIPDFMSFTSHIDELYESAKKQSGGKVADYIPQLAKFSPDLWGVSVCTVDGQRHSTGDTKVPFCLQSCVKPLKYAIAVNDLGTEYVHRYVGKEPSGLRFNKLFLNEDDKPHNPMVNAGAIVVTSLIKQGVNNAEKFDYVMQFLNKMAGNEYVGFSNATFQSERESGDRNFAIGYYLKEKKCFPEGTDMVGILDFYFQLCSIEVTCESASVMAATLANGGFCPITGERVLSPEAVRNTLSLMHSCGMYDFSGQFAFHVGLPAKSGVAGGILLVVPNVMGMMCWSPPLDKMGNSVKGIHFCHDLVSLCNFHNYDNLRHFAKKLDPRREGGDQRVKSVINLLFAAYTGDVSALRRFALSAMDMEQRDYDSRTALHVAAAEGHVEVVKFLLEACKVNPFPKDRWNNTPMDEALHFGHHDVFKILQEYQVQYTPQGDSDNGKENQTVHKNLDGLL
#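 Enzyme dispensed in phosphate buffer (45 mM, pH 8.2, 0.02% Tween-20), compounds pinned in, then 1 mM L-glutamine solution and the glutamate oxidase–HRP–Amplex Red mix added; fluorescence read immediately and again after 30 min at room temperature.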
# HP1b binding inh = HP1-beta chromodomain-methylated histone interaction inhibition; P83916; AlphaScreen HP1-beta / biotin-H3K9me3 peptide binding; Potency, µM (highest dose often 114 µM), for the others: top-dose activity change, negative = inhibition, hits mostly inhibitors; 0.56% of 390,000 active; further: potency means the concentration at half of the fitted maximal effect; nearly all actives have a fitted effect of over 70% in size; inactives centre near 23
#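 AlphaScreen: HP1-beta (50 nM) preformed 30 min with biotin-H3(1-18)K9me3 peptide (50 nM) in PBS pH 7.4, 0.01% Tween-20. Compound added for 30 min at RT, then streptavidin donor/nickel chelate acceptor beads (10 ug/mL) for 30 min.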
# BAZ2B inh = inhibitors of human BAZ2B bromodomain; Q9UIF8; AlphaScreen BAZ2B-H3K14Ac peptide displacement; Potency, µM (highest dose often 114 µM), for inactives: at the top dose activity change, negative = inhibition, hits mostly inhibitors; 4.4% of 360,000 active; further: potency means the concentration at half of the fitted maximal effect; on the % scale 0 is the no-effect control and ±100 the full control effect; nearly all actives have a fitted effect of over 60% in size
#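 Protein-peptide AlphaScreen: BAZ2B 50 nM, b-H3K14Ac 50 nM, 1x PBS pH 7.4 + 0.01% Tween-20. Preincubation 30 min RT; cpd 30 min RT (top 110 uM); beads 20 min RT, light-protected.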
# An asterisk follows results filed as active; i = inactive; ? = inconclusive; . = no result given; [ ] = remark or other dose. Unless noted, the call rests on the fitted dose curve; in most records, active means well fitted curve in the direction sought with a large enough effect; inconclusive means small, poorly fitted or top-dose-only effect, or another doubt; inactive means no such curve, though single readings can be large; an effect the other way counts as inactive or inconclusive. The list is partial; rates above refer to the full screens.
Compound	Pin1 inh	Tb PGK inh	G9a block	PI4K2A inh	JMJD2A Tudor inh	Pol eta inh	GLS inhibitor	HP1b binding inh	BAZ2B inh
CCn1c(/C=N/c2nc3ccccc3n2C)nc2ccccc21	-1%	-5%[11.5 µM]	-30%	-1	-29%	0%	19%	13%	-33%
O=C(c1ccc(Cl)cc1)c1cc([N+](=O)[O-])ccc1N1CCOCC1	0%	3%	.	2	?	-7%	0%	?	?
O=C(Cc1ccc(NC2=NC3CS(=O)(=O)CC3S2)cc1)NCCc1ccccc1 (stereo not drawn)	-2%	i	8%	6	-10%	3%	-4%	25%	-5%
COc1cc(Cl)ccc1OCc1cc(C(=O)N2CCCCCC2)no1	0%	0%	24%	-4	6%	-21%	-4%	73%[activator]	5%
O=C1C(Cl)=C(Nc2ccccc2O)C(=O)N1c1ccccc1	5%	-2%	7.9µM*	-4	35µM*	-16%	20%	?	?
O=C(CCC(=O)N1CCN(C2CCCC2)CC1)Nc1nnc(C(F)(F)F)s1	1%	0%	5%[59 µM]	-7	-13%	-10%	10%	28%	56%
CCOc1ccc(-n2ccnc2SCC(=O)Nc2cc(C)on2)cc1	-11%	-2%	-1%	2	-16%	-19%	-5%	12%	?
Cc1cc(C)nc(NC(=S)Nc2ccc(Br)cc2Cl)c1	-5%	-7%	?	0	-10%	-3%	7%	-11%	0%
CC(C)C(=O)Nc1ccccc1N1CCN(S(C)(=O)=O)CC1	-4%	i	9%[59 µM]	-9	-17%	2%	-1%	8%	-1%
CCCc1nc(N)sc1C(=O)OCC	-2%	2%	?	7	-5%	-6%	12%	14%	1%
CN(C)CCCNC(=S)NCC(c1ccc(Cl)cc1Cl)c1c[nH]c2ccccc12 (stereo not drawn)	-1%	5%	?	11	?	-13%	?	-17%[57 µM]	?
COc1ccc(-c2c3c(=O)n(C)c(=O)n(C)c3cn2-c2ccc(O)cc2)cc1	-8%	4%	-5%[12.7 µM]	-10	-32%	-2%	-2%	?	79µM*
COCC(=O)N1CCC(Oc2ccc(C(=O)NC3Cc4ccccc4C3)cc2)CC1	0%	-2%	.	-1	-13%	-5%	0%	18%	0%
C[C@H](CO)N1C[C@H](C)[C@@H](CN(C)C(=O)Nc2ccccc2)Oc2ccc(NC(=O)Cn3cnnn3)cc2C1=O	-2%	-10%	.	1	-15%	-14%	1%	22%	.
CCOC(=O)c1c(C)[nH]c(C(=O)COC(=O)CCNS(=O)(=O)c2ccc(NC(C)=O)cc2)c1C	-3%	8%	.	0	-15%	-23%	-2%	33%	.
Cc1ccc(C)c(NC(=O)C(CC(=O)O)Cc2ccccc2)c1 (stereo not drawn)	-22%	4%	-1%	1	-4%	3%	2%	20%	-11%
O=C(CC1(O)C(=O)N(Cc2ccccc2)c2ccccc21)c1ccncc1 (stereo not drawn)	-7%	5%	-22%[12.7 µM]	16	-17%	-5%	18%	4%	?
COc1ccccc1NC(=O)CCS(=O)(=O)c1ccc2c(c1)NC(=O)C(C)S2 (stereo not drawn)	1%	0%	22%	-1	1%	-11%	0%	52%[activator]	-12%[57.1 µM]
CCOc1ccc(C(=O)CCC(=O)NN2C(=O)NC3(CCCCC3)C2=O)cc1	?	i	36%[12.7 µM]	-3	-9%	-7%	1%	55%[activator]	-7%
CCn1nnnc1SCC(=O)Nc1nc2ccccc2s1	-7%	-2%	9%	-3	-19%	-17%	0%	26%	-13%
COc1ccc(/C=C/C(=O)O)cc1Cl	3%	-1%	-4%	-2	-2%	-21%	0%	29%	4%
O=C(CSc1ncn[nH]1)Nc1ccc([N+](=O)[O-])cc1Br	0%	-24%	?	-12	-10%	-8%	-8%	48%[activator]	-23%
CCN(CC)CCOC(=O)c1c(C)oc2ccc(O)cc12	3%	3%	0%[12.7 µM]	7	-11%	-12%	38%[activator]	22%	-7%
CC(OC(=O)C1CCN(c2ccc(C(F)(F)F)cn2)CC1)C(=O)Nc1cccc([N+](=O)[O-])c1 (stereo not drawn)	-3%	i	?	-28	-35%	-24%	0%	14%	-25%
CCn1c(=O)c2cc(C(=O)NC3CCCCCC3)sc2c2ccccc21	0%	-7%	-4%[59 µM]	1	-9%	-6%	-13%	35%	-2%

# Next part:
Compound	Pin1 inh	Tb PGK inh	G9a block	PI4K2A inh	JMJD2A Tudor inh	Pol eta inh	GLS inhibitor	HP1b binding inh	BAZ2B inh
CCC(=O)N1N=C(c2ccc(Cl)cc2)CC1c1ccco1 (stereo not drawn)	5%	-9%	10%	-2	-26%	-7%	-8%	3%	-35%
COc1cc(OC)cc(-c2nnc(SCC(=O)N3c4ccccc4Sc4ccccc43)o2)c1	-5%	i	.	7	-11%	-2%	3%	12%	.
O=C1c2ccccc2C(=O)N1CCCC(=O)N1CCCc2ccccc21	3%	-6%	-26%	2	-10%	-4%	2%	42%[activator]	-2%
CC(=O)Nc1ccc(OCC(=O)NC(C)c2ccc(F)cc2)cc1 (stereo not drawn)	4%	i	15%	6	9%	-9%	-9%	44%[activator]	.
CCc1ccc(NC(=O)CC2C(=O)NCCN2C(=S)Nc2ccccc2)cc1 (stereo not drawn)	-1%	-2%	?	1	?	-15%	1%	21%	-25%
Cc1c(C#N)c(NC(=O)CCl)n(Cc2ccc(F)cc2)c1C	8%	i	?	35	-20%	-3%	15%	22%	-1%
CCCOc1ccc(NC(=O)CC2C(=O)N(c3ccccc3)C(=O)N2Cc2ccco2)cc1 (stereo not drawn)	1%	i	?	4	-20%	-19%	1%	39%	-33%
O=C(Nc1ccccc1Cl)N1CCN(c2ncccn2)CC1	3%	-4%	15%[12.7 µM]	-1	1%	-17%	9%	27%	2%
COc1cccc(-c2cc(C(=O)Nc3c(C)nn(Cc4ccccc4)c3C)no2)c1	-4%	-5%	-22%[12.7 µM]	2	-24%	-18%	1%	26%	6%
NC(=S)N/N=C/c1ccc(-c2ccccc2)o1	5%	1%	6.3µM*	-2	-35%	-16%	14%	14%	?
COc1ccc(N2CCN(C(c3ccccc3)c3nnc(-c4ccccc4Cl)o3)CC2)cc1 (stereo not drawn)	1%	0%	13µM*	-3	50µM*	-15%	2%	?	40µM*
Cn1c(NN)nc2sc3c(c2c1=O)CC(C)(C)OC3	-4%	.	-31%[59 µM]	1	?	-4%	32%[activator]	-10%	-4%
CN1CCN(c2ccc(NC(=O)COc3ccc(Cl)cc3Cl)cc2)CC1	-5%	i	?	3	-18%	-12%	17%	17%	-31%
CN(Cc1nc2ccccc2c(=O)[nH]1)Cc1nc2ccsc2c(=O)[nH]1	-2%	2%	24%	2	79µM*	-19%	-1%	14%	40µM*
Cc1ccc(OS(=O)(=O)c2ccc(-c3csc(C)n3)s2)c(C)c1	18%	-1%	100%[activator]	0	98%[activator]	-17%	4%	165%[activator]	43%[activator]
COc1ccc(S(=O)(=O)N=Nc2c(O)[nH]c3ccccc23)cc1	1%	-8%	3.2µM*	6	-27%	-18%	-7%	61%[activator]	-3%
CCOCC(=O)Nc1nnc(Cc2ccc(OC)c(OC)c2)s1	-1%	-2%	16µM*	0	-16%	6%	3%	-19%	-16%
CC(C)CNC(=O)COC(=O)CNC(=O)c1cc(Cl)cc([N+](=O)[O-])c1	-1%	2%	23%[59 µM]	5	-12%	-19%	-1%	25%	0%
CN1CCCCc2c1[nH]c1ccccc1c2=O	1%	3%	7%[12.7 µM]	-6	-12%[11.4 µM]	-18%	-1%	62%[activator]	11%
Cc1ccc(OCC(=O)n2nc(C)cc2C)c(C)c1	7%	-8%	-4%[59 µM]	-5	26%	-17%	-4%	54%[activator]	17%
COc1ccc(COC(=O)CN2C(=O)NC3(CCCC3)C2=O)cc1F	-1%	1%	9%	3	-8%	2%	4%	18%	-5%
CC(/C=C/c1ccccc1)=N\NC(=O)c1cc(C)nc2ccccc12	-1%	i	24%	-3	-20%	-6%	0%	-2%	-3%

# Some of the entries so far, with two lines to a compound:
# Under each structure: Pin1 inh, Tb PGK inh, G9a block, PI4K2A inh, JMJD2A Tudor inh, Pol eta inh, GLS inhibitor, HP1b binding inh, BAZ2B inh
CCC(=O)N1N=C(c2ccc(Cl)cc2)CC1c1ccco1 (stereo not drawn)
→ 5%, -9%, 10%, -2, -26%, -7%, -8%, 3%, -35%
COc1cc(OC)cc(-c2nnc(SCC(=O)N3c4ccccc4Sc4ccccc43)o2)c1
→ -5%, i, ., 7, -11%, -2%, 3%, 12%, .
O=C1c2ccccc2C(=O)N1CCCC(=O)N1CCCc2ccccc21
→ 3%, -6%, -26%, 2, -10%, -4%, 2%, 42%[activator], -2%
CC(=O)Nc1ccc(OCC(=O)NC(C)c2ccc(F)cc2)cc1 (stereo not drawn)
→ 4%, i, 15%, 6, 9%, -9%, -9%, 44%[activator], .
CCc1ccc(NC(=O)CC2C(=O)NCCN2C(=S)Nc2ccccc2)cc1 (stereo not drawn)
→ -1%, -2%, ?, 1, ?, -15%, 1%, 21%, -25%
Cc1c(C#N)c(NC(=O)CCl)n(Cc2ccc(F)cc2)c1C
→ 8%, i, ?, 35, -20%, -3%, 15%, 22%, -1%
CCCOc1ccc(NC(=O)CC2C(=O)N(c3ccccc3)C(=O)N2Cc2ccco2)cc1 (stereo not drawn)
→ 1%, i, ?, 4, -20%, -19%, 1%, 39%, -33%
O=C(Nc1ccccc1Cl)N1CCN(c2ncccn2)CC1
→ 3%, -4%, 15%[12.7 µM], -1, 1%, -17%, 9%, 27%, 2%
